Screening results deposited in PubChem BioAssay by National Center for Advancing Translational Sciences (NCATS).
HEK cytotox: cytotoxic compounds in HEK 293 cells. hit rate 6.6% among 94,000. HEK 293 viability, ATP luminescence (CellTiter-Glo), 48-72 h. AID 1345083. Potency, µM (titrated, usually from 115 µM), for the others: top-dose activity change, negative = cytotoxicity, hits mostly inhibitors; further: potency means the concentration at half of the fitted maximal effect; nearly all actives have a fitted effect of over 60% in size
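250 HEK 293 cells/well; compound by pintool; incubated 48 or 72 hr at 37 degree Celsius; CellTiter-Glo added, 10 min RT, luminescence imaged.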
IP6K1 inh: blocks human inositol hexakisphosphate kinase 1 | activity change, % (series mostly up to about 58 µM) | IP6K1 kinase, ADP-Glo luminescence, 2 h; active compounds read low | hit rate 0.81% among 140,000 | Q92551 | AID 1645851; in the data active means activity change below about -25%
Target sequence (Q92551 whole entry, looked up): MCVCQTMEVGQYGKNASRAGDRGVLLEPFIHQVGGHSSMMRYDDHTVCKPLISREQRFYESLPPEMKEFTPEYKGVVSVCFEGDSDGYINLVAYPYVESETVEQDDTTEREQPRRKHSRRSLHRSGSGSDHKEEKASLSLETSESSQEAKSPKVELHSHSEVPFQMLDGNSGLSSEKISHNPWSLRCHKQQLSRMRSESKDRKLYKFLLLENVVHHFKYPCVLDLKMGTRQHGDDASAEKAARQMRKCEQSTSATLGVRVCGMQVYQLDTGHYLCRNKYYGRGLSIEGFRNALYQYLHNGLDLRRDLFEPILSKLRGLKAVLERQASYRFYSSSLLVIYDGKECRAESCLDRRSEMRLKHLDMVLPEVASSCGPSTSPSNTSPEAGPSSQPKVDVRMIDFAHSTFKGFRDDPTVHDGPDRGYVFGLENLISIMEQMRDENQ
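ADP-Glo luminescence measures ADP made by human IP6K1 during a 2 h RT reaction with ATP/IP6 (mix at 1.3 mM/130 uM); top library doses 57.5 and 19.1 uM final.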
HEK293 viab: reduces viability of HEK-293 SNCA reporter cells; HEK-293-SNCA-luc viability, GF-AFC fluorescence, 24 h; Potency, µM (series often up to 57.1 µM), for the others: at the highest dose activity change, negative = cytotoxicity, hits mostly cytotoxic; hit rate 0.12% among 150,000;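 further: potency means the concentration at half of the fitted maximal effect; 0% = DMSO-treated cells and -100% = medium-only wells without cells; nearly all actives have a fitted effect of over 30% in size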
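HEK-293-SNCA-luc cells (1500/well) plated 24 h, then exposed 24 h to a dilution series; GF-AFC added 30 min at 37C, fluorescence 405/540 nm; normalised to medium-only and DMSO wells, Hill fit.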
GPT2 inhibitor: inhibitors of human GPT2 alanine aminotransferase. hit rate 0.25% among 100,000. Recombinant GPT2, coupled pyruvate oxidase/HRP Amplex Red fluorescence. AID 1671188. Potency, µM (top dose mostly 57.7 µM), for inactives: at the top dose activity change, negative = inhibition, usual class: inhibitors; further: potency means the concentration at half of the fitted maximal effect; nearly all actives have a fitted effect of over 60% in size; many of its hits are not listed in these tables
Target sequence (Q8TD30 whole entry, looked up): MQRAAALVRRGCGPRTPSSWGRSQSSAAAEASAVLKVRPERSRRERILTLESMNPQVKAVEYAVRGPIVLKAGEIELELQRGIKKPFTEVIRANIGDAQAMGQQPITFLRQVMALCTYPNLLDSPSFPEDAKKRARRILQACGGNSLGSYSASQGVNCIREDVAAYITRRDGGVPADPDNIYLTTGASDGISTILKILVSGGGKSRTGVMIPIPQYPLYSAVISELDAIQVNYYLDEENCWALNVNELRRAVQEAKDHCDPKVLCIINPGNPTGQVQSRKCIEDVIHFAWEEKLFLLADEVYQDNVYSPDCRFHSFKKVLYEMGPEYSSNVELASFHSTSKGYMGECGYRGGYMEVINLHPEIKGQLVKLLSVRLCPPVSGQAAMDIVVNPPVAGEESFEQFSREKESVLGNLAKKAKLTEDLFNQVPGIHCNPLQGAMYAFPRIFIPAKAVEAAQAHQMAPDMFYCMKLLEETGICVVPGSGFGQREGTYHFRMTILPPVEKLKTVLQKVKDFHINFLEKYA
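Fluorescence read-out: pyruvate from GPT2 turnover coupled to pyruvate oxidase, HRP and Amplex Red (0.2mM ThPP, 0.2U/mL PO and HRP, 50uM Amplex final). Substrates 250uM a-KG, 2mM L-alanine; enzyme 10ng/uL; 30 min RT.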
SNCA expr inhib: SNCA gene expression inhibition; Potency, µM (highest dose often 57.2 µM), for the others: top-dose activity change, negative = inhibition, actives largely listed as inhibitors; HEK-293 SNCA-luciferase knock-in, luminescence, 24 h; AID 1671194; hit rate 0.17% among 140,000;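 further: potency means the concentration at half of the fitted maximal effect; plate controls were DMSO cells for no effect and cell-free wells for full effect; nearly all actives have a fitted effect of over 45% in size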
3T3 cytotox: cytotoxic compounds in NIH 3T3 cells. Potency, µM (series often up to 96.7 µM), inactives show at the highest dose activity change, negative = cytotoxicity, actives largely listed as inhibitors. NIH 3T3 viability, CellTiter-Glo ATP luminescence, 48-72 h. hit rate 4.3% among 94,000; further: potency means the concentration at half of the fitted maximal effect; nearly all actives have a fitted effect of over 55% in size
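Cytotoxicity is measured as loss of cellular ATP: NIH 3T3 cells (400/well) are exposed to compound for 48 or 72 hr at 37 °C, then CellTiter-Glo luminescence is imaged after 10 min at room temperature.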
Luciferase inh: inhibitors of firefly (Photinus pyralis) luciferase; purified P. pyralis luciferase, luminescence, biochemical; Potency, µM (highest dose often 115 µM), for the others: at the top dose activity change, negative = inhibition, usual class: inhibitors; hit rate 2.5% among 76,000; AID 1347043; further: potency means the concentration at half of the fitted maximal effect; nearly all actives have a fitted effect of over 65% in size
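FLuc 10nM, D-luciferin 10uM, ATP 10uM, Mg acetate 10mM, Tris acetate pH 7.5, Tween/BSA; cpd qHTS; enzyme added last; CCD luminescence.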
Starred values were filed as active, the others as inactive; i = inactive; ? = inconclusive; nt = not tested or not shown; & = joins results of further samples; [ ] = dose if it differs, or a comment. Unless noted, the call rests on the fitted dose curve; in most records, active means well fitted curve in the direction sought with a large enough effect; inconclusive means small, poorly fitted or top-dose-only effect, or another doubt; inactive means no such curve, though single readings can be large; an effect the other way counts as inactive or inconclusive. Unless noted, on the % scale 0 is the no-effect control and ±100 the full control effect. This is a subset, so the mix of outcomes need not match the whole.

SMILES	HEK cytotox	IP6K1 inh	HEK293 viab	GPT2 inhibitor	SNCA expr inhib	3T3 cytotox	Luciferase inh
O=C(NC1CCCCC1)c1ccc(CSc2nc3ccncc3n2Cc2ccccc2)cc1	nt	-5	-17%	nt	21%	nt	nt
COc1ccc(CC(=O)NC2CCN(c3ccc4nnc(C5CC5)n4n3)C2)cc1 (stereo not given)	-13%	7	nt	nt	nt	?	nt
COc1ccc(OC)c(S(=O)(=O)NCCc2ncc(C)n2C(C)C)c1	-2%	7	13%	2%	13%	-5%	-2%
Cc1cccc(C(=O)N2CCc3nnc([C@@H]4C[C@@H](O)CN4C(C)C)n3CC2)c1	2%	-7	-7%	-6%	21%	2%	0%
COCCC1CN(Cc2nc(-c3cccc(C(F)(F)F)c3)oc2C)CCO1 (stereo not given)	?	-6	-5%	-1%	-9%	?	8%
O=C([C@@H]1CNC[C@H](C(=O)N2CCN(c3ccncc3)CC2)C1)N1CCOCC1	0%	15	6%	-3%	27%	i	1%
COC1CN(C2CCN(C(=O)CC(C)C)CC2)C12CCOCC2 (stereo not given)	-10%	4	11%	1%	-13%	-16%	2%
Cc1nc2n(n1)C(C(=O)Nc1ccc(C)c(C)c1)CC(=O)N2 (stereo not given)	8%	-16	-12%	i	-13%	i	9%
COc1cccc(NC(=O)CCc2c(C)nc3c4cccnc4nn3c2C)c1	nt	-2	?	nt	15%	nt	nt
CN(CCNC(=O)C1(CCO)CC12CCOCC2)C1CCCCC1 (stereo not given)	1%	4	20%	-5%	-11%	-23%	nt

Reprinted from the part before: 5 entries, followed by the next part.
SMILES	HEK cytotox	IP6K1 inh	HEK293 viab	GPT2 inhibitor	SNCA expr inhib	3T3 cytotox	Luciferase inh
O=C([C@@H]1CNC[C@H](C(=O)N2CCN(c3ccncc3)CC2)C1)N1CCOCC1	0%	15	6%	-3%	27%	i	1%
COC1CN(C2CCN(C(=O)CC(C)C)CC2)C12CCOCC2 (stereo not given)	-10%	4	11%	1%	-13%	-16%	2%
Cc1nc2n(n1)C(C(=O)Nc1ccc(C)c(C)c1)CC(=O)N2 (stereo not given)	8%	-16	-12%	i	-13%	i	9%
COc1cccc(NC(=O)CCc2c(C)nc3c4cccnc4nn3c2C)c1	nt	-2	?	nt	15%	nt	nt
CN(CCNC(=O)C1(CCO)CC12CCOCC2)C1CCCCC1 (stereo not given)	1%	4	20%	-5%	-11%	-23%	nt
COc1cccc([C@@H]2CN(C(=O)c3cnn(C)c3)C[C@H]2C(=O)O)c1OC	1%	5	2%	i	1%	-4%	3%
CCS(=O)(=O)N1CCC(F)(c2nc(-c3ccccc3)no2)CC1	?	-2	0%	i	83%[activator]	-7%	?
CCOC(=O)Cc1c(C)nc2cc(-c3ccc(C(C)(C)C)cc3)nn2c1C	nt	-10	-5%	nt	45%[activator]	nt	nt
C=CC[C@H]1CC(C)=C[C@H](CC=C)N1Cc1ccc(CN(C)S(C)(=O)=O)o1	?	3	6%	0%[11.5 µM]	2%	?	11%
COc1ccccc1CN(C)[C@H]1[C@H](Oc2ccccn2)C[C@@H]2CC(C)(C)OC[C@]21O	?	8	-2%[23.9 µM]	3%[27.3 µM]	3%[25.6 µM]	-26%[46.1 µM]	nt
Cc1ccccc1CSc1ncc(Cl)c(C(=O)NCc2ccccc2)n1	nt	23	-3%	nt	14%	nt	nt
O=C(NCCc1cnccn1)C1CCN(C(=O)C2CCC2)CC1	1%	14	0%	-7%	-10%	i	-2%
COc1ccc(N2CCN(S(=O)(=O)c3ccc(-c4cnc(C5CC5)o4)cc3)CC2)cc1	nt	-41*	-8%	nt	-10%	nt	nt
COc1ccc(-c2noc(-c3ccc(N4CCCCC4C)c([N+](=O)[O-])c3)n2)cc1OC (stereo not given)	nt	14	-1%	nt	1%	nt	nt
Cc1nncn1CCN1CCCC(CCC(=O)N(C)C2CCN(C)CC2)C1 (stereo not given)	i	-6	8%	0%	-22%	-4%	-4%
C[C@@H]1C[C@@H](O)[C@@]23CO[C@]2(CO)C[C@@H](O)CC3[C@@]12CC(c1ccoc1)OC2=O (stereo not given in full)	nt	14	-5%	i	nt	nt	nt
O=C(CCc1ccc(-c2cccs2)o1)NC[C@@H]1C[C@H](F)CN1	?	-10	1%	4%	?	-17%	-2%
CCn1cc(S(=O)(=O)N2CCC(Oc3ccc(-c4noc(C5CC5)n4)cc3)C2)cn1 (stereo not given)	?	3	?	?	13%	?	nt
Cc1ccccc1-c1noc(-c2nnn(-c3ccccc3C)c2N)n1	nt	-1	-4%	nt	181%[activator]	nt	nt
CC1CCC(NC(=O)c2ccc3c(c2)N(Cc2cccc(F)c2)C(=O)c2ccccc2S3)CC1 (stereo not given)	nt	-6	-11%	nt	60%[activator]	nt	nt
NC1CCc2nn(CC(=O)N3CCCN(c4ncccn4)CC3)c(=O)n2CC1 (stereo not given)	-1%	-9	-3%	2%	6%	i	0%
CCOC(=O)CCNC(=O)N1CCCCCCN(C)C(=O)CC1	-6%	-12	-12%	-3%	-10%	-6%	-3%
COCCN1CCCN(C(=O)c2cc(C)ccc2C)c2ccccc21	?	-5	-2%	3%	-3%	?	-6%
Cc1ccc(N(Cc2cc3ccccc3[nH]c2=O)C(=O)c2cccc(Cl)c2)cc1	nt	34	1%	nt	-5%	nt	nt
COc1ccc(CNC(=O)c2noc(-c3ccc(F)cc3)n2)cc1	?	8	13%	i	46%[activator]	-16%	?
Cc1ccc(C(=O)Nc2cc(-c3cccnc3)nn2-c2ccccc2)cc1	-28%	2	2%	i	35%[activator]	?	nt
COc1ccc(C2C(C(=O)OC(C)(C)C)=C(C)N=C3SC=C(CC(=O)N4CCCC4)N32)cc1OC (stereo not given)	?	18	?	-9%	17%	-5%	2%
CN(C)C[C@@H]1CN(C2CCOCC2)C[C@H]1NC(=O)Cc1ccsc1	-6%	9	3%	i	?	4%	6%
CC(C)c1nc2c(c(-c3ccc(O)cc3)n1)CN(Cc1ccccn1)CC2	3%	-3	18%	i	16%	3%	-1%
CS(=O)(=O)N(C1CC1)C1CCOC2(CCN(C(=O)C3(c4ccccc4)CC3)CC2)C1 (stereo not given)	0%	11	9%	?	27%	-8%	-4%
CC(=O)Nc1ccc(NC(=O)CCSCCc2ccccn2)cc1	nt	17	21%	nt	17%	nt	nt
O=C(C[C@@H]1C[C@H]2O[C@H](CNC3CCNCC3)[C@@H](O)[C@H]2O1)N1CCC(F)(F)C1	0%	9	1%	-3%	8%	-1%	0%
Cc1cccc(C)c1NC(=O)Cn1cccc1-c1nc(-c2ccc(F)cc2)no1	0%	3	3%	i	-12%	i	-2%
O=C(NCCCc1ccccc1)c1cc(-c2cccc(C(F)(F)F)c2)c2nncn2n1	-22%	8	11%	i	-21%	-15%	nt
CCc1noc(-c2cccn3c(CNC(=O)c4ccoc4)nnc23)n1	-12%	2	-3%	i	-30%	-16%	0%
Cc1nc(CC(=O)N2CCCC(C(=O)NCCCO)C2)cs1 (stereo not given)	3%	17	-3%	-15%	10%	0%	-3%
CCOc1ccc(NC(=O)c2cc(S(=O)(=O)NC3CCCC3)ccc2F)cc1	nt	25	-9%	nt	-14%	nt	nt
Cn1ccnc1C(=O)N1CCCCCNC(=O)[C@H]2C[C@H](C(=O)N3CCc4ccccc4C3)C[C@H]21	?	13	-18%	?	5%	-13%	0%
Nc1ccc(C(=O)Nc2cccc(-c3nc(N4CCOCC4)c4oc5ncccc5c4n3)c2)cn1	nt	18	3%&3%	i	4%	nt	nt
CNc1ccc(-c2noc([C@@H]3CCCN3Cc3ccc(CO)o3)n2)cn1	2%[172 µM]	3	-4%[87.6 µM]	i	26%[87.6 µM]	-2%[174 µM]	-28%[172 µM]
CC(C#N)C(C)O[C@@H]1O[C@H](CO)[C@@H](O)[C@H](O)[C@H]1O (stereo not given in full)	nt	-9	6%	i	nt	nt	nt
Cc1nc2c(c(=O)[nH]1)CCN(C(=O)c1c(C)nn(-c3ccc(F)cc3)c1C)C2	-18%	-8	12%	i	-2%	-23%	-5%
Cc1nc2c(NS(=O)(=O)c3ccc(Cl)cc3)cccn2n1	-2%	16	-3%	i	0%	-24%	-6%
CCCCC12CN3CC(C)(CN(C1)C3c1ccc(OCc3ccccc3)cc1)C2=O (stereo not given)	nt	-3	1%	nt	28%	nt	nt
CCOc1ccccc1NC(=O)c1nn(-c2ccc(OC)cc2)c(=O)c2c1c1ccccc1n2C	nt	-4	11%	nt	32%[activator]	nt	nt
Cc1cc(=O)[nH]c2nnc(SCc3ccc(Cl)cc3)n12	nt	-3	7%	nt	-6%	nt	nt
C=CC(=O)Nc1cccc(Nc2nc(Nc3ccc(OCCOC)cc3)ncc2F)c1	nt	-7	9.5µM*	i	nt	nt	nt
O=C(O)CCC(=O)N1C[C@@H]2OCC(=O)N(c3ccccc3)[C@@H]2C1	-6%[172 µM]	2	4%[87.6 µM]	2%[88.5 µM]	-18%[87.6 µM]	-1%[174 µM]	-6%[172 µM]
O=S(=O)(c1cccs1)N1CCc2nc(C3CC3)nc(-c3ccc(Cl)cc3)c2C1	-24%	-5	-9%	i	-10%	-21%	nt
O=C(C1CCN(S(=O)(=O)N2CCOCC2)CC1)N1CCc2nc3cc[nH]n3c(=O)c2C1	-1%	0	-11%	-12%	-17%	?	0%
CC(C)(C)c1ccc(C(=O)Nc2cc(-c3ccccc3)nn2-c2ccccc2)cc1	nt	19	-1%	nt	-10%	nt	nt
COc1ccc(CN2CCC3(CNc4ccccc4[S+](=O)([O-])N3)C2)cc1 (stereo not given)	?	22	-6%	?	7%	?	-2%
CC[C@@H]1[C@@H](NC(=O)CCc2c(C)nc3ncnn3c2C)[C@@H]2CCO[C@H]12	i	4	9%	i	38%[activator]	i	0%
COCCCNC(=O)c1oc2c(c1C)-c1nn(Cc3ccccc3Cl)cc1CC2	nt	-6	-14%	nt	-22%	nt	nt

One compound at a time (already shown):
Profile of O=C(C1CCN(S(=O)(=O)N2CCOCC2)CC1)N1CCc2nc3cc[nH]n3c(=O)c2C1 → HEK cytotox: -1%; IP6K1 inh: 0; HEK293 viab: -11%; GPT2 inhibitor: -12%; SNCA expr inhib: -17%; 3T3 cytotox: ?; Luciferase inh: 0%
Profile of COc1ccc(CN2CCC3(CNc4ccccc4[S+](=O)([O-])N3)C2)cc1 (stereo not given) → HEK cytotox: ?; IP6K1 inh: 22; HEK293 viab: -6%; GPT2 inhibitor: ?; SNCA expr inhib: 7%; 3T3 cytotox: ?; Luciferase inh: -2%
